# Assay outcomes: PubChem, National Center for Advancing Translational Sciences (NCATS)
# Mm-Cpn inhibitor = M. maripaludis TRiC chaperonin inhibition; Potency, µM (doses to about 76.9 µM), inactives show top-dose activity, negative = inhibition, hits mostly inhibitors; actives 0.031% (n = 330,000); purified Mm-Cpn ATPase, ADP Transcreener TR-FRET; note: potency is the fitted concentration of half-maximal effect; % is set by controls: 0 for no effect and ±100 for the full control effect; nearly all actives have a fitted effect of over 80% in size
#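 25 nM Mm-CPN + cpd, 10 min 37°C; + 10 uM ATP, 30 min 37°C; buffer 30 mM Tris pH 7.4, 100 mM KCl, 5 mM MgCl2, 1 mM DTT; Transcreener ADP HTRF detection 30 min RT.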
# PTHR1 ag = PTHR1 (human) receptor agonism; Q03431; HEK293 GP2 PTHR1 cells, GloSensor cAMP luminescence, 1 h; Potency, µM (highest dose often 115 µM), for the others: at the highest dose activation, hits mostly activators; actives 0.075% (n = 410,000); AID 743266; note: potency is the fitted concentration of half-maximal effect; nearly all actives have a fitted effect of over 55% in size; some results filed as inactive show a strong effect at the top dose; inactives centre near -15; many of its hits are not listed in these tables
# Target sequence (Q03431 whole entry, looked up): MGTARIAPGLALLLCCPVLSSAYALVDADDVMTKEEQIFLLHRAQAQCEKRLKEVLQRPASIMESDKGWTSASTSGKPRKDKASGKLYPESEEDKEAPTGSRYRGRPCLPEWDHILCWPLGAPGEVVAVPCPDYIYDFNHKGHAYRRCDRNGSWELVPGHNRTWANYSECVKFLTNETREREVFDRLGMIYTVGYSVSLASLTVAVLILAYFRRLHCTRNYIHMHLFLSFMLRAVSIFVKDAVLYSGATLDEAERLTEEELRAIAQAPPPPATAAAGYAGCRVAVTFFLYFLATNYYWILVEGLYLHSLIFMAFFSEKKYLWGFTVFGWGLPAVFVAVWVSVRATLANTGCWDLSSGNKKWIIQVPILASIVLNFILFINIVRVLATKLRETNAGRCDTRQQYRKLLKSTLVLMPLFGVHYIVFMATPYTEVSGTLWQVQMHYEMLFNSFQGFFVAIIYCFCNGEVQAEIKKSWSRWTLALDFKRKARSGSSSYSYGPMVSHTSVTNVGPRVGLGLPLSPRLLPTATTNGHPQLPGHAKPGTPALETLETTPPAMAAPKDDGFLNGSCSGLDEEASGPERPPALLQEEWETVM
#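 HEK-293-derived GP2 cells expressing PTHR1 and a GloSensor cAMP reporter, 3,000/well, plated overnight, given luciferin plus IBMX (each 0.5 mM as added) for 1 h at 37 °C, then compound for 1 h at 37 °C. Luminescence was read after 15 min at room temperature.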
# CCT chaperon mod = modulators of cytosolic chaperonin (CCT/TRiC) activity | purified chaperonin ATPase assay, HTRF ADP detection, 30 min | activity change, % (no concentration beside the values), hits read low | actives 0.3% (n = 360,000); in the data active = activity change below about -30%; note: % is set by controls: 0 for no effect and ±100 for the full control effect
#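 We incubate TRiC, 40 or 20 nM final, with library compounds at 76 uM and 10 uM ATP for 30 min at 37 °C. ADP formed is detected with Transcreener HTRF reagents after 30 min at room temperature.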
# EPAC2 antag = EPAC2 (human) antagonism; EPAC2 GEF exchange of Rap1B-BODIPY-GDP, fluorescence; AID 720708; Potency, µM (series often up to 114 µM), without a hit: top-dose activity, negative = inhibition, hits mostly inhibitors; Q8WZA2; actives 0.18% (n = 360,000); note: potency is the fitted concentration of half-maximal effect; % is set by controls: 0 for no effect and ±100 for the full control effect; nearly all actives have a fitted effect of over 45% in size; many of its hits are not listed in these tables
# EPAC2 ag = activates human EPAC2 exchange factor; EPAC2 activation, biochemical qHTS; response scale: 100% = 6.5 mM cAMP response; Potency, µM (highest dose often 154 µM), inactives show at the top dose activation, most hits filed as activators; actives 0.079% (n = 360,000); AID 720711; note: potency is the fitted concentration of half-maximal effect; nearly all actives have a fitted effect of over 50% in size
#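 In this primary screen, activation is scored as increased exchange of BODIPY-GDP from Rap1B by 100 nM EPAC2, with 50 uM GDP as competitor. Signal is normalized to the 6.5 mM cAMP agonist control.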
# DRD3 antagonist = blocks the human D3 dopamine receptor | P35462 | D3R cells, DiscoveRx beta-arrestin luminescence, antagonist mode; active compounds read low | max response, negative = inhibition, % | actives 2.5% (n = 360,000); in the data active = max response below about -50%; inconclusive = no clear call, values can overlap the other calls; note: % is set by controls: 0 for no effect and ±100 for the full control effect; mostly tested at two doses, the higher about 12 µM
# Target sequence (P35462 whole entry, looked up): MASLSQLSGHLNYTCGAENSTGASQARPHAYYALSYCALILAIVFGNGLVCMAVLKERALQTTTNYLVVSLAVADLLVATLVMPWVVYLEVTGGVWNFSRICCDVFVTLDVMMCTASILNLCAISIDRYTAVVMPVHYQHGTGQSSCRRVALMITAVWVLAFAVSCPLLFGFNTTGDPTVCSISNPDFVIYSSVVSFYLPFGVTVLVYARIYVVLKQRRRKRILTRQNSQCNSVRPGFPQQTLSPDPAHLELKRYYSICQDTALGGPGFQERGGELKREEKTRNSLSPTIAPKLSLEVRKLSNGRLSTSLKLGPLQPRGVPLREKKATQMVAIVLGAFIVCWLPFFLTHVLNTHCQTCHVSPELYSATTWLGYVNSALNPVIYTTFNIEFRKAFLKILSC
#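 Cells expressing the human receptor were seeded at 1500 cells/well, incubated overnight at 37 degrees C in 5% CO2, then exposed to library compounds with dopamine controls for 90 minutes at 37 degrees C before luminescent detection.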
# pAkt inh = Akt phosphorylation inhibition. Neuro2A IGF-stimulated pAkt S473 HTRF, 20 min; active compounds read low. activity change, % for hits at 50 µM. actives 0.32% (n = 360,000). AID 651550; in the data active = activity change below about -80%; inconclusive = mostly about -51% to -80%; note: % is set by controls: 0 for no effect and ±100 for the full control effect
#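 Neuro2A cells (4,500/well, DMEM with 0.5% FBS) were treated with compound at a single 50 µM final concentration, stimulated with 6 nM IGF for 20 min at 37 °C, and lysed. Phospho-Akt Ser473 was read by HTRF as 665/615 ratio ×10^4.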
# DRD3 agonist = agonists of human D3 dopamine receptor; P35462; D3R DiscoveRx beta-arrestin cells, luminescence, 90 min; max activation, %; actives 0.58% (n = 410,000); AID 652048; in the data active = max activation above about 30%; note: 0% is about no effect; mostly tested at two doses, the higher about 12 µM
#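 Cells at 1500/well, incubated overnight, then treated with pinned compounds (dopamine as control) for 90 min at 37 degrees C. DiscoveRx reagent added for 30 - 60 minutes at room temperature; luminescence read.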
# * = called active by the depositor; i = inactive; ? = inconclusive; / = not tested or not shown; & = joins results of further samples; [ ] = another dose, or the depositor's remark. Unless noted, calls come from the whole dose curve; as a rule, active = well fitted curve in the direction sought with a large enough effect; inconclusive = small, poorly fitted or top-dose-only effect, or another doubt; inactive = no such curve, though single readings can be large; an effect the other way counts as inactive or inconclusive.
SMILES,Mm-Cpn inhibitor,PTHR1 ag,CCT chaperon mod,EPAC2 antag,EPAC2 ag,DRD3 antagonist,pAkt inh,DRD3 agonist
CC(=O)NCCc1c[nH]c2ccccc12,4%,-24%,1.1,14%,5%,-16,i,9
O=C(CSc1ccccc1)N1CCC2(CC1)OCCO2,1%,i,-2.0,1%,3%,-15,i,9
CN1CCN(c2ccc([N+](=O)[O-])c(Sc3ccccn3)c2)CC1,0%,-24%,-0.6,-7%,1%,?,i,-36
O=c1c2ccccc2nc(-c2ccoc2)n1-c1ccccc1Cl,-1%,i,-1.9,10%,5%,-3,i,0
Cc1ccc(-n2c(=S)[nH]c3ccccc3c2=O)cc1C,/,i,-0.5,27%,3%,-21,i,0
CC(C)CC(C)N (configuration not stated),2%,-7%,-1.4,-2%,7%,2,i,24
COc1ccc(S(=O)(=O)N2c3ccc(F)cc3CCC2C)cc1 (configuration not stated),/,i,-1.4,?,10%,-6,i,-11
CN(C)C(=O)Oc1cc(=O)n2c3c(cccc13)CCC2,0%,-45%[inhibitor],-1.0,-1%,22%,0,i,-14
O=c1[nH]c(=O)n(Cc2ccc(F)cc2)c(O)c1/C=N/Nc1ccccc1,-11%,-8%,1.8,-16%,2%,-11,i,17
COc1cc2c(cc1/C=C/[N+](=O)[O-])OCO2,0%,-19%,1.3,20%,2%,-21,i,-7
O=C1NC(=S)NC(=O)C12C(c1ccc(F)cc1)NC(=S)NC2c1ccc(F)cc1 (configuration not stated),1%,i,-0.5,-4%,1%,-18,-118%*,0
COc1ccccc1N1CCN(Cc2ccc(Cl)cc2Cl)CC1,-3%,-3%[57.5 µM],1.5,-1%,18%,-85*,i,-29
O=C(c1ccc2c3c(cccc13)CC2)C1CCCN(CC2CC2)C1 (configuration not stated),-1%,i,0.2,6%,0%,-81*,i,-27
CC(C)(O)C1C2OC(=O)C1C1(O)CC3OC34C(=O)OC2C14C (configuration not stated),/,i,0.8,-10%,4%,11,i,14
CCCC[N+]12CCC(CC1)C(C(O)(c1ccccc1)c1ccccc1)C2 (configuration not stated),0%,i,0.5,-2%,3%,17,i,-11

# Four compounds drawn at random from the list so far, as already listed:
SMILES,Mm-Cpn inhibitor,PTHR1 ag,CCT chaperon mod,EPAC2 antag,EPAC2 ag,DRD3 antagonist,pAkt inh,DRD3 agonist
O=C(CSc1ccccc1)N1CCC2(CC1)OCCO2,1%,i,-2.0,1%,3%,-15,i,9
CCCC[N+]12CCC(CC1)C(C(O)(c1ccccc1)c1ccccc1)C2 (configuration not stated),0%,i,0.5,-2%,3%,17,i,-11
CC(C)(O)C1C2OC(=O)C1C1(O)CC3OC34C(=O)OC2C14C (configuration not stated),/,i,0.8,-10%,4%,11,i,14
Cc1ccc(-n2c(=S)[nH]c3ccccc3c2=O)cc1C,/,i,-0.5,27%,3%,-21,i,0

# Continuation.
SMILES,Mm-Cpn inhibitor,PTHR1 ag,CCT chaperon mod,EPAC2 antag,EPAC2 ag,DRD3 antagonist,pAkt inh,DRD3 agonist
CN1c2ccccc2Oc2ccccc21,0%,i,-4.2,-4%,-5%,-3,i,4
COC(=O)C1=C(c2ccc(S(C)(=O)=O)cc2)C[C@@H]2CC[C@H]1N2C(=O)NCc1ccco1,/,i,1.2,16%,7%,-4,i,0
CN1C(=O)C(=Cc2ccc(N3CCCCCC3)cc2)C(=O)N(C)C1=O,-1%,i,0.3,24%,4%,-9,i,-4
CCOc1cc2c(cc1OCC)-n1cccc1C(c1c(O)cccc1OC)NC2 (configuration not stated),-1%,-8%,1.0,1%,6%,14,i,-11
COc1ccc(C2=NCC(=S)Nc3ccc(Cl)cc32)cc1Cl,2%,-14%,-0.1,9%,-2%,?,i,-4
O=c1cccc2n1CC1CC2CN(C(c2ccccc2)c2sc3ncnn3c2O)C1 (configuration not stated),-4%,i,-12,3%,2%,10,i,1
O=[N+]([O-])c1cccc(CN2CC=C(c3ccc(F)cc3)CC2)c1,2%,-16%,-8.8,13%,26%,-99*,i,-25
CC(=O)NC(Cc1ccc(N(CCCl)CCCl)cc1)C(=O)NCC(=O)NCC(=O)O (configuration not stated),-5%,-15%,-0.2,33%[activator],7%,10,i,7
CCN1CCN(P2(=O)C=C(c3ccccc3)OC(c3ccccc3)=C2)CC1,-3%,?,-8.3,-4%,4%,-81*,i,-32
Cn1c(O)c(C=NCCc2c[nH]c3ccccc23)c(=O)n(C)c1=O,2%[15.4 µM],i,-1.4,-7%,-3%,2,i,4
COc1cc2c(c(OC)c1OC)-c1ccc(O)cc1C(NC(C)=O)CC2 (configuration not stated),/,i,1.3,7%,1%,-24,i,-19
c1ccc(-n2ccnc2)cc1,0%,-21%,0.0,4%,3%,8,i,13
Cc1ccc(/C=C2\C(=O)NC(=S)N(c3cccc(F)c3)C2=O)o1,-2%,-2%,1.4,26%,0%,1,i,-5
CC(=O)N1CN2CN(C1)CN(C(C)=O)C2,-1%,i,-1.0,7%,1%,0,i,3
O=c1[nH]c(=O)n(Cc2ccccc2)c(O)c1/C=N/NCCO,-1%,-4%,-2.2,2%,8%,12,i,14
CCOc1cc2c(cc1OCC)-n1cccc1C(c1cccc(F)c1F)NC2 (configuration not stated),1%,-4%,-1.5,-22%,19%,5,i,21
COc1ccc(CCNCC2CCCO2)cc1 (configuration not stated),1%,i,-1.3,4%,-1%,3,i,-7
Cc1nc2ccccc2c(=O)n1-c1ccc(Cl)cc1[N+](=O)[O-],0%,-35%[inhibitor],-0.3,-10%,2%,-1,i,-3
CCc1ccc(-n2c(O)c(/C=N/N3CCCCC3c3cccnc3)c(=O)[nH]c2=O)cc1 (configuration not stated),2%,-18%,0.1,3%,5%,-5,i,-5
COc1ccccc1CNCCc1cccc(Cl)c1,/,i,0.6,-11%,8%,-16,i,0
O=c1[nH]c(=O)n(CCc2ccc(F)cc2)c(O)c1C=NCCCn1ccnc1,-3%,i,-1.6,12%,-14%,0,i,7
CC(CCc1ccccc1)NCCC#N (configuration not stated),0%,i,-1.3,3%,8%,6,i,24
CCC(=NCCCN1CCOCC1)c1c(O)n(Cc2ccccc2)c(=O)[nH]c1=O,1%,-8%[57.5 µM],-0.6,13%,-3%,-13,i,0
COc1ccc(-n2c(SC)nc3ccccc3c2=O)cc1,-1%,i,-0.3,-38%,-17%[15.6 µM],-3,/,0
CN(C)S(=O)(=O)c1cc(NC(=O)COC(=O)Cc2ccccc2)ccc1Cl,4%,-11%,0.2,-20%,16%,-13,i,3
CCCCn1c(O)c(C(C)=NCCN2CCOCC2)c(=O)[nH]c1=O,2%,?,0.2,9%,-8%,?,i,16
COC(=O)C1=C(c2ccc(F)cc2F)C[C@@H]2CC[C@H]1N2C(=O)N1CCOCC1,-1%,-17%,-0.6,2%,10%,5,i,14
CC(=O)Nc1ccccc1C(=O)OCC(=O)Nc1ncccn1,?,-15%,-0.3,6%,3%,-6,i,-3
C#CC[N+]1(C)[C@@H]2CC[C@H]1CC(OC(=O)C(CO)c1ccccc1)C2 (some centres not stated),-13%,-9%,-0.1,-2%,7%,4,i,3
C=CCOc1ccc(CC2C(=O)N(C)C(=O)N(C)C2=O)cc1,1%,i,1.3,12%,-4%,-2,i,1
CN1CCN(Cc2ccccc2Sc2ccccc2)CC1,-2%,i,1.8,-3%,-4%,-51*,i,-19
CCN(CC)P(=S)(c1c(C)nc2ccccn12)c1c(C)nc2ccccn12,-4%,-4%,-0.6,-11%,-1%,-16,i,-10
CC(C)Oc1cccnc1N(C)C1CCN(Cc2ccccc2)CC1,/,i,-1.9,-7%,3%,-95*,i,0
Cc1[nH]c2ccccc2c1CN1CCCCC1,/,22%,-2.0,10%,7%,-20,i,-11
O=C1CN=C(c2ccccc2Cl)c2cc(Br)ccc2N1,/,i,-1.1,-1%,13%,19,i,12
CCCCCCCCCCCCCCCC[N+](C)(C)C,-2%,i,0.3,?,6%,14,i,3&7
CCc1cc(=O)oc2cc(OCC(=O)N3C[C@H]4C[C@@H](C3)c3cccc(=O)n3C4)ccc12,0%,i,-3.8,21%,12%,-7,i,2
CN(C)c1ccc(CCN2CCOCC2)cc1,-1%,-3%,-2.9,10%,4%,?,i,-22
O=C(Nc1ccc(Cl)cc1C(=O)c1ccccc1)c1ccc(Br)o1,1%,-34%,-0.5,-2%,6%,6,i,-5
Cc1nc2nc(C)c(CCC(=O)N3CCC4(CC3)OCCO4)c(C)n2n1,1%,i,-3.5,-4%,9%,-11,i,-7
Cc1cc(O)c(CN2CCN(c3ccccc3)CC2)cc1C,1%,i,0.3,1%,-15%,-65*,i,-24
COc1ccc(N=C2SCCCN2C)cc1,-1%,i,0.7,10%,-5%,2,i,-1
CN(C)C(=O)Oc1ccc2nnc3ccnn3c2c1,-4%,i,2.3,-4%,3%,-17,i,-11
COC(=O)[C@@H]1N=C(c2ccc(OC)cc2)O[C@]12C(=O)N(C)c1cccc(Cl)c12,/,-30%,0.3,1%,-3%,20,i,9
CC(=O)c1ccc2c(c1)C1C(Cl)C(Sc3ccccc3[N+](=O)[O-])CC1C(C(=O)O)N2 (configuration not stated),-3%,-39%,-1.6,-9%,-2%,2,i,1
O=S(=O)(c1ccccc1)C1CN1c1c(F)c(F)c(F)c(F)c1F (configuration not stated),/,-11%,-1.1,-2%,-6%,16,i,6
CCCc1[nH]nc2c1C1(C(=O)N(Cc3ccccc3)c3ccccc31)C(C(=O)OC)=C(N)O2 (configuration not stated),1%,i,-2.8,-8%,3%,-3,i,-3
Cc1ccc(NC(=O)c2cn(CCC#N)nc2-c2ccc3c(c2)OCCO3)c([N+](=O)[O-])c1,-1%,-6%,-1.9,-4%,-1%,-29,i,-7
O=C(NC(=O)N1CCC2(CC1)OCCO2)c1ccc(Cl)cc1,-2%,i,1.0,-7%,11%,6,i,5
Cc1cccc(-c2nc3ccc(C(=O)N4CCC5(CC4)OCCO5)cc3nc2-c2cccc(C)c2)c1,2%,-81%[inhibitor],0.8,-23%,-9%,7,i,-2

# As entered above:
# `O=C(NC(=O)N1CCC2(CC1)OCCO2)c1ccc(Cl)cc1` in EPAC2 ag is entered as 11%
# `Cc1cccc(-c2nc3ccc(C(=O)N4CCC5(CC4)OCCO5)cc3nc2-c2cccc(C)c2)c1` in DRD3 antagonist is entered as 7

# Not all compounds are listed (hit frequency here may not be typical).
